Compound activity as filed in PubChem.
PME-1 primary – PME-1 inhibitors via competitive probe labeling, primary screen, biochemical, fluorescence polarization, FP-Rh probe, HTS | Protein phosphatase methylesterase 1 (Homo sapiens), Q9Y570 | recombinant PME-1 | inhibition, % at 5.9 µM | 320,000 compounds, 0.53% hits;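 active means inhibition above the campaign mean of all compounds plus 3 SD, cut at about 26% in these data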;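 further: competitive labeling of PME-1 active site by serine hydrolase directed probe; 0% = PME-1 with DMSO and 100% = wells lacking PME-1 enzyme; inhibitors block probe labeling so polarization falls and inhibition rises; many of its hits are not listed in these tables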
GLD-1 TGE inh – GLD-1/TGE RNA complex disruptors, primary screen, biochemical, fluorescence polarization; Female germline-specific tumor suppressor gld-1 (Caenorhabditis elegans), Q17339; purified GLD-1 + fluorescein TGE RNA; inhibition, % at 5.96 µM; 320,000 compounds, 0.44% hits; AID 2280, 2010;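 active means percent inhibition above a per-plate cutoff, the plate mean of test compounds plus 3 SD, cut at about 30% in these data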;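 further: 0% = DMSO wells with GLD-1 and probe and 100% = wells lacking GLD-1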
MCL1 BIM primary – inhibitors of MCL1 binding to BIM-BH3, primary screen, biochemical, fluorescence polarization; AID 2057, 2009; GST-MCL1 / FITC-Bim-BH3 fluorescence polarization; inhibition, % at 10.9 µM; Induced myeloid leukemia cell differentiation protein Mcl-1 (Homo sapiens), Q07820; 320,000 compounds, 0.68% hits;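 active means inhibition above the mean inhibition of all tested compounds plus 3 SD, set per campaign, cut at about 40% in these data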;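 further: 0% = DMSO wells and 100% = unlabeled Bim-BH3 peptide control; higher means more loss of mP so more displacement of Bim peptide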
VLA-4 inh – inhibition in human VLA-4 binding assay, primary screen, VLA-4 allosteric modulator project, MLPCN library, flow cytometry, VLA-4 expressing cells. Integrin alpha-4 (Homo sapiens), P13612. ligand binding flow cytometry. inhibition, % (about 7 µM as worked out from the volumes in the protocol). 330,000 compounds, 0.2% hits. AID 2557, 2010; in the data active means inhibition above about 50%
Target sequence (P13612 whole entry, looked up): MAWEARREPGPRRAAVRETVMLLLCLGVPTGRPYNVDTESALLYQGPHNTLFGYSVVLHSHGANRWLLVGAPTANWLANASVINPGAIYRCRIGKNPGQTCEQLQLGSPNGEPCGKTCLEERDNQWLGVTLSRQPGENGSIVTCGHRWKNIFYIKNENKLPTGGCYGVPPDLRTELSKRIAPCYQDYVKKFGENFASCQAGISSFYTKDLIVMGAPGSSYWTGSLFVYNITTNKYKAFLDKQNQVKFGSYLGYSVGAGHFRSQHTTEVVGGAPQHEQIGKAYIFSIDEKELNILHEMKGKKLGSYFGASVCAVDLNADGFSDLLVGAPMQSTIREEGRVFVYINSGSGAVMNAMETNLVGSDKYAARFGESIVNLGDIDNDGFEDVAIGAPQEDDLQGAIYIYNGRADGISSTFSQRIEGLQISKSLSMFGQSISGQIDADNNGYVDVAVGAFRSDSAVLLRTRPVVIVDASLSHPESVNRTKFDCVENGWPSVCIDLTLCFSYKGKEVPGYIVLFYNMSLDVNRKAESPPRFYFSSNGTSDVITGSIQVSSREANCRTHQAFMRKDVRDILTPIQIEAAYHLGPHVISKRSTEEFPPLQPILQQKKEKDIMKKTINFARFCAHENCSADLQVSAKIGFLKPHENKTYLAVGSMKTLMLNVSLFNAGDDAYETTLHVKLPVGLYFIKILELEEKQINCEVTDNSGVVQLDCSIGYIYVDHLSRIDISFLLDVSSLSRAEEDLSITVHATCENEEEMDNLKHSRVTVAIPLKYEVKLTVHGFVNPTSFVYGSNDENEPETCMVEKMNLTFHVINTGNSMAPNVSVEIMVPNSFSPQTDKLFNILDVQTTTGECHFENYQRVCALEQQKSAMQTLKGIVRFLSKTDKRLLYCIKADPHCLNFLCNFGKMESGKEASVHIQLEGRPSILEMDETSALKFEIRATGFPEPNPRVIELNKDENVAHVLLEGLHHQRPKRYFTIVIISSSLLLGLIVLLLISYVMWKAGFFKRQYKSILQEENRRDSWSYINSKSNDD
BCLXL inh – inhibitors of human Bcl-xL, primary screen, biochemical, fluorescence polarization, HTS; Bcl-2-like protein 1 (Homo sapiens), Q07817; GST-Bcl-xL / FITC-Bim BH3 peptide fluorescence polarization; inhibition, % at 10.9 µM; 320,000 compounds, 0.7% hits; AID 2129, 2009;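 active means inhibition above the mean of all tested compounds plus 3 SD, cutoff set per campaign, cut at about 30% in these data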;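 further: 0% = DMSO wells and 100% = unlabeled Bim-BH3 peptide competitor; inhibitors lower millipolarization by displacing the labeled peptide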
MEX-5 binding – MEX-5 zinc finger RNA-binding disruptors – biochemical, C. elegans, fluorescence polarization, MLPCN library, primary screen; MEX-5/FITC-TCR2 RNA binding; stronger effect = lower value; activity score (negative = inhibition of binding), % at 10 µM; 300,000 compounds, 0.38% hits; AID 1832, 2009;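 active means inhibition past about -25% in most replicates, and total fluorescence under double the plate's negative control median, limit read from the data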;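 further: 0% = DMSO and -100% = 5 µM competing unlabeled TCR2 RNA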
GRK2 inh – compounds blocking aptamer binding on GRK2 – biochemical, human GRK2, bead flow cytometry, HTS, primary screen; Beta-adrenergic receptor kinase 1 (Homo sapiens), P25098; FAM-aptamer displacement from GRK2; inhibition of aptamer binding, % at 10 µM; 330,000 compounds, 0.59% hits;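 active means inhibition of aptamer binding above 40%, roughly 3 SD of noise, on plates passing a quality check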;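 further: median bead fluorescence of bound FAM aptamer so fluorescent compounds give negative values; no value below 0 was filed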
Efflux pump mplx – inhibitors of Candida efflux pumps in yeast, primary screen, S. cerevisiae, Nile Red, multiplex; 330,000 compounds, 0.44% hits; S. cerevisiae Candida pump triplex; inhibition, % at 10 µM;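 active means plate passing quality check with inhibition over a set limit, or well fluorescence over plate mean plus 4 SD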;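 further: Nile Red retained in pooled yeast measured as flow cytometry median fluorescence; 0% = buffer negative control and 100% = Enniatin B positive control; higher means more Nile Red kept so more efflux inhibition; some compounds called inactive have numbers as strong as hits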
Fam108B inh – mouse Fam108B serine hydrolase inhibitors, primary screen, counter-screen for RBBP9 inhibitor project, biochemical, fluorescence polarization; recombinant Fam108B, FP-Rh probe fluorescence polarization; inhibition, % at 9.51 µM; 300,000 compounds, 0.33% hits; AID 1947, 2009;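 active means inhibition above the screen mean inhibition plus 3 SD, computed separately per campaign, cut at about 18% in these data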;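 further: inhibitors lower polarization as less probe binds the enzyme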
* marks the source's active call; other numbers are inactive results; nt = no result given; + = active, no number. Not all compounds are listed; the hit share may differ from the screen's.

SMILES	PME-1 primary	GLD-1 TGE inh	MCL1 BIM primary	VLA-4 inh	BCLXL inh	MEX-5 binding	GRK2 inh	Efflux pump mplx	Fam108B inh
O=C(Nc1ccnc(-c2cccnc2)n1)c1ccc(Cl)c(Cl)c1	-9	14	6	-1	2	2.6	1	0.1	-2
CCOC(=O)c1[nH]c(C)c(C(=O)NC2CCCCC2)c1C	-2	1	6	10	6	-2.4	0	-0.3	5
CC(=O)Nc1cccc(C(=O)OCC(=O)NCc2cc(C)c(O)c(C)c2)c1	-4	1	0	2	3	0.5	7	-0.2	-2
O=C(CSc1nnc(COc2ccccc2)o1)NC1CC2CCC1C2 (stereo not drawn)	1	4	-7	-4	2	3.4	0	0.3	-3
CCOc1nc(NCCO)nc(NCCC2=CCCCC2)n1	2	-2	7	-5	14	-1.6	0	-0.1	7
Cc1ccc2c(c1)N(CC(=O)NCCCN1CCOCC1)C(=O)C(C(C)C)O2 (stereo not drawn)	2	-2	3	-5	4	-1.2	36	-0.1	5
O=C(NCCc1cccc(Cl)c1)c1cccnc1	-2	-7	-3	7	-1	-0.5	1	0.1	0
COc1ccc(C(CNC(=O)C(=O)NC2CCCCC2)N2CCN(C)CC2)cc1 (stereo not drawn)	-3	6	3	12	2	-0.6	0	-0.2	1
CCc1cc(C(=O)c2ccc(OC)cc2)c(NC(=O)CC(C)(C)CC(=O)O)s1	0	-5	4	0	4	-2.0	0	0.0	3
Cc1ccc(S(=O)(=O)N2CCOCC2)cc1NC(=O)COc1ccc(C(=O)c2ccccc2)cc1	6	1	-7	2	-1	nt	5	-0.1	nt
Cc1ccc(C2c3[nH]c4ccccc4c3C[C@H]3C(=O)N(c4ccccc4C(=O)N4CCC(C(=O)O)CC4)C(=O)N23)cc1 (stereo partly drawn)	-6	14	4	9	8	1.4	0	-0.2	3
CC(C)c1ccc(NC2CCCN(C(=O)CCN3CCCCC3=O)C2)cc1 (stereo not drawn)	-2	-4	0	-11	8	1.3	0	-2.2	1
Cc1cc(C)n2nc(CC(=O)NNC(=O)c3ccc(N(C)C)cc3)nc2n1	-4	-1	5	8	11	-3.7	3	0.2	2
COc1ccc(NC(=O)Cn2nc3n(c2=S)CCC3)cc1	1	5	-2	-8	-1	-1.1	2	0.0	-3
Cn1c(SCC(=O)Nc2ccc(Br)cc2)nc(O)cc1=O	-6	-3	7	21	2	-1.7	0	-0.1	-3

At a glance, 2 of the compounds above.
SMILES	PME-1 primary	GLD-1 TGE inh	MCL1 BIM primary	VLA-4 inh	BCLXL inh	MEX-5 binding	GRK2 inh	Efflux pump mplx	Fam108B inh
O=C(Nc1ccnc(-c2cccnc2)n1)c1ccc(Cl)c(Cl)c1	-9	14	6	-1	2	2.6	1	0.1	-2
CCOC(=O)c1[nH]c(C)c(C(=O)NC2CCCCC2)c1C	-2	1	6	10	6	-2.4	0	-0.3	5

The listing picks up; the 6 compounds before the break are reprinted first.
SMILES	PME-1 primary	GLD-1 TGE inh	MCL1 BIM primary	VLA-4 inh	BCLXL inh	MEX-5 binding	GRK2 inh	Efflux pump mplx	Fam108B inh
Cc1ccc(S(=O)(=O)N2CCOCC2)cc1NC(=O)COc1ccc(C(=O)c2ccccc2)cc1	6	1	-7	2	-1	nt	5	-0.1	nt
Cc1ccc(C2c3[nH]c4ccccc4c3C[C@H]3C(=O)N(c4ccccc4C(=O)N4CCC(C(=O)O)CC4)C(=O)N23)cc1 (stereo partly drawn)	-6	14	4	9	8	1.4	0	-0.2	3
CC(C)c1ccc(NC2CCCN(C(=O)CCN3CCCCC3=O)C2)cc1 (stereo not drawn)	-2	-4	0	-11	8	1.3	0	-2.2	1
Cc1cc(C)n2nc(CC(=O)NNC(=O)c3ccc(N(C)C)cc3)nc2n1	-4	-1	5	8	11	-3.7	3	0.2	2
COc1ccc(NC(=O)Cn2nc3n(c2=S)CCC3)cc1	1	5	-2	-8	-1	-1.1	2	0.0	-3
Cn1c(SCC(=O)Nc2ccc(Br)cc2)nc(O)cc1=O	-6	-3	7	21	2	-1.7	0	-0.1	-3
O=S(=O)(/N=C(/c1ccccc1)N1CCOCC1)c1ccc(F)cc1	-5	0	1	-3	-2	-1.9	0	-0.1	-2
Cc1ccc(C(=O)C(OC(=O)c2cnccn2)c2ccccc2)cc1C (stereo not drawn)	2	-3	-4	-14	3	2.0	0	-1.8	-1
O=C(CCC(=O)Nc1nnc(C2CCCCC2)s1)NCC1CCCO1 (stereo not drawn)	1	5	-6	13	-5	0.5	0	0.1	-2
COc1ccc(-n2cc(C(=O)c3cc4ccccc4oc3=O)c(C(C)=O)n2)cc1	6	0	6	5	4	0.8	0	-0.1	10
CC(C)(C)OC(=O)C[C@@H]1C/C=C\C[C@@H](CC(=O)N(CCO)Cc2ccccc2)C(=O)NC[C@H](c2ccccc2)OC1=O	nt	0	nt	-2	nt	nt	0	0.6	nt
c1ccc(-c2csc(NNC3=NCCCCC3)n2)cc1	7	-5	-3	-12	-4	0.9	2	0.0	1
O=C(CSc1ccc2c(c1)OCCO2)Nc1ccc2c(c1)OCO2	7	-10	0	18	3	-1.1	3	0.1	5
O=C(Nc1ccc(N2CCOCC2)c(Cl)c1)c1ccc(-n2cnnc2)cc1Cl	5	7	0	9	1	-1.6	0	0.1	4
CCOC(=O)CN(C#N)c1nc(N(C)C)nc(N(C)C)n1	2	1	7	8	3	-5.4	1	0.0	-4
Cc1[nH]nc2c1C(c1cccc(O)c1)C1=C(CC(C)(C)CC1=O)N2 (stereo not drawn)	1	5	13	8	11	-0.8	0	0.0	-2
Cc1nnc2n1CCCCC2	-2	5	6	-17	10	2.8	0	0.1	0
COC1=CC(=O)c2ccccc2C1=O	nt	3	nt	11	nt	nt	2	0.2	nt
Cc1ccc(C2=NN(CC(=O)NCc3cccnc3)C(=O)CC2)cc1	3	4	-1	10	1	-0.9	5	-9.9	1
Cn1c(=O)c2c(nc(NCCOc3ccc(C(C)(C)C)cc3)n2C)n(C)c1=O	1	-1	7	nt	5	-0.7	0	0.0	4
Cc1ccccc1NS(=O)(=O)c1cccc2nsnc12	1	6	2	2	2	1.6	0	0.2	3
COc1ccc(Cl)cc1C(=O)NNC(=O)c1cccc(S(=O)(=O)N(C)C)c1	-3	-7	8	1	-1	nt	0	-0.1	4
CCOC(=O)C1CN(S(=O)(=O)c2cccc(C(F)(F)F)c2)c2cc(CC(=O)OC)ccc2O1 (stereo not drawn)	-6	-2	1	-22	-1	-2.1	0	0.2	1
Cc1c(Cl)cccc1NC(=O)CSc1nc(=O)n(CCCN2CCOCC2)c2c1CCC2	3	4	5	34	10	3.2	2	0.1	-5
Cc1ccc(S(=O)(=O)NNC(=S)Nc2c(Cl)cccc2Cl)cc1	3	-4	6	3	7	0.7	0	0.0	-1
CC1=C/C(=C(/c2ccc(O)c(C)c2)c2ccccc2S(=O)(=O)O)C=CC1=O	-20	6	6	33	12	nt	3	0.2	nt
O=c1oc(CCCO)cc2ccc(C#Cc3ccsc3)cc12	-7	1	4	21	3	nt	0	0.0	nt
CCOC(=O)N1CCC(NC(=O)C2CCCN(Cc3nc(-c4ccc(CC)cc4)oc3C)C2)CC1 (stereo not drawn)	-8	6	3	8	2	3.5	0	0.0	-1
O=S(Cc1ccc(Cl)cc1)CC(O)COCc1ccc(Cl)cc1 (stereo not drawn)	5	8	-1	3	5	0.6	0	0.1	1
COc1ccc(Cc2noc(-c3ccc([N+](=O)[O-])cc3)n2)cc1OC	4	2	2	7	6	1.9	0	-0.1	-1
O=C1CC(N2CCN(c3ccc(F)cc3)CC2)C(=O)N1c1ccc(F)cc1 (stereo not drawn)	-8	9	6	12	8	-2.5	5	0.0	3
C#CCOCCOCCOCCNc1nc(N2CCN(C(=O)C([C@@H](C)CC)n3cc(C(N)Cc4ccc(O)cc4)nn3)CC2)nc(N2CCN(C(=O)[C@H](CCC(=O)O)n3cc(C(N)CO)nn3)CC2)n1 (stereo partly drawn)	5	1	-4	-2	0	-0.4	0	0.0	0
COc1ccc(C(C)=O)c(Oc2cc(NN3CCCCC3)c([N+](=O)[O-])cc2[N+](=O)[O-])c1	5	8	15	6	4	-2.6	0	-0.1	0
CCN1CCN(CCOCCOc2ccccc2-c2ccccc2)CC1	-3	-5	-5	0	3	-1.9	1	0.0	2
Cc1nc(N)sc1C(=O)N/N=C/c1ccccc1[N+](=O)[O-]	-3	1	6	8	4	-0.1	0	0.1	4
CCOc1ccc(NC(=O)C2CCCN2S(=O)(=O)c2ccc3c(c2)C(C)(C)C(=O)N3C)cc1 (stereo not drawn)	-5	4	0	7	8	-3.5	48*	-0.1	2
Cc1nn(CCCC(=O)Nc2cnn(Cc3ccc(F)cc3)c2)c(C)c1[N+](=O)[O-]	3	0	2	-4	3	1.3	0	-0.1	-1
OCCCc1nc2n(n1)C(c1cccs1)C=C(c1ccc(Br)cc1)N2 (stereo not drawn)	-14	163*	+	-41	189*	-68*	0	0.2	-7
CN(CC(=O)Nc1ccc(F)cc1)C(=O)C1CC(=O)N(Cc2ccccc2)C1 (stereo not drawn)	-1	5	-7	21	-6	1.9	0	1.9	2
O=C1N(c2ccccc2)C[C@@H]2C[C@@H](c3cccc4c3OCO4)N3CCC[C@@]123	1	-4	5	0	5	2.0	1	0.0	3
Cc1nc(N2CCN(Cc3ccc4c(c3)OCO4)CC2)c2cc(-c3ccccc3)sc2n1	-2	5	2	11	-1	0.8	1	0.1	-6
COc1ccc(S(=O)(=O)NNC(=O)C23CC4CC(CC(C4)C2)C3)cc1[N+](=O)[O-]	-2	2	4	5	3	1.6	1	-0.1	1
Cc1ccc(S(=O)(=O)/N=C(/Nc2c(C)cccc2C)c2ccccc2)cc1	nt	9	nt	5	nt	nt	0	0.2	nt
C[C@H](CO)N1C[C@H](C)[C@@H](CN(C)C(=O)Nc2ccc3c(c2)OCO3)Oc2ccc(NC(=O)Nc3ccc4c(c3)OCO4)cc2C1=O	nt	6	nt	-2	nt	nt	2	0.6	nt
Cc1ccc(CN=Cc2[nH]c3ccc(Br)c(Cl)c3c2O)cc1	10	2	-36	-245	-16	0.6	0	-0.1	12
CCN1C(=O)C(CC(=O)Nc2ccc(C)cc2C)Nc2cc(S(=O)(=O)N(C)C)ccc21 (stereo not drawn)	-2	-4	3	10	1	-0.6	0	-0.1	4
Cc1cccn2c(=O)c(C=O)c(N3CCCCC3)nc12	4	2	3	-3	8	-2.9	0	-0.1	4
